High-throughput results as filed in PubChem BioAssay.
IDH1 mut inh: inhibitors of IDH1 R132H reductase, primary screen, biochemical, plate reader, single point; AID 624101, 2012; inhibition, % at 10 µM; 70,000 compounds, 0.18% hits; diaphorase/resazurin fluorescence, 60 min; in the data active = inhibition above about 34%;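 note: 0% = DMSO and 100% = no enzyme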
PRC2 inh: EZH2/PRC2 methyltransferase inhibitors, primary screen, biochemical, DELFIA time-resolved fluorescence, single point; Histone-lysine N-methyltransferase EZH2 (Homo sapiens), Q15910; PRC2 H3K27 methylation, DELFIA TRF, 1 h; inhibition, % at 12.5 µM; 57,000 compounds, 0.35% hits;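 active = mean inhibition of replicates at least 50% and every single replicate also reaching 50%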;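 note: dimethyl H3K27 on biotinylated H3 21-44 peptide detected by antibody; plate controls were median neutral control wells for no effect and median positive control wells for full effect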
Target sequence (Q15910 whole entry, looked up): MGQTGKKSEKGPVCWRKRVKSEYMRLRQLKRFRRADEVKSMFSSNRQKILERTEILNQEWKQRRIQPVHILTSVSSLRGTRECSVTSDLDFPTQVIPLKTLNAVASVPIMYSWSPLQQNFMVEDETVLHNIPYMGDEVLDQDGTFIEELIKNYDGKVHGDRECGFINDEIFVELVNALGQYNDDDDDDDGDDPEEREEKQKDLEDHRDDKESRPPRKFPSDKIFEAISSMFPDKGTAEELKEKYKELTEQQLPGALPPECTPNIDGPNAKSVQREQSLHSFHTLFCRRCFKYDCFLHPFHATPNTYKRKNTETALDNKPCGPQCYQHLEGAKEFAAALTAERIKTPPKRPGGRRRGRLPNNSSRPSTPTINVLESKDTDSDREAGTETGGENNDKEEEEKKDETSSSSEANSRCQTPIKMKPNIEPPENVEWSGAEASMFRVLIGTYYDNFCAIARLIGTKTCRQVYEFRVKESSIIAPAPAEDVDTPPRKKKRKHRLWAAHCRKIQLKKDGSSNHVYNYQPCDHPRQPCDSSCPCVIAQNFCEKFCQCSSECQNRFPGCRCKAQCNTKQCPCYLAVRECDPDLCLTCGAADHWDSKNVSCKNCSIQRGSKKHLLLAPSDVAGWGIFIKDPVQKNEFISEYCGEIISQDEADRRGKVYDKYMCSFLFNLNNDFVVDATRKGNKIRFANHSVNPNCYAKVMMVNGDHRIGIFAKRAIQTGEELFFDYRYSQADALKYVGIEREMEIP
* marks the source's active call; other numbers are inactive results; nt = no result given. An excerpt; rates above refer to the full screens.

SMILES	IDH1 mut inh	PRC2 inh
CN(C)C(=O)c1ccc(-c2cccc(-c3nc(C(=O)N(C)C)cc4c3[C@@H](CCO)N([S@](=O)C(C)(C)C)C4)c2)cc1	-0.1	6
COc1ccc(CN(C)C[C@H]2OCCCC[C@@H](C)Oc3ccc(NC(=O)c4ccncc4)cc3C(=O)N([C@@H](C)CO)C[C@@H]2C)cc1	1.2	nt
C[C@H](CO)N1C[C@H](C)[C@H](CN(C)C(=O)c2ccccc2)Oc2ncc(Br)cc2C1=O	-0.5	nt
COc1ccc(C#Cc2ccc3c(c2)O[C@H](CN(C)C(C)=O)[C@H](C)CN([C@@H](C)CO)S3(=O)=O)cc1	-0.3	nt
O=C(NO)c1ccc(C(=O)N/N=C/c2nccs2)cc1	-0.6	-7
COc1cc([N+](=O)[O-])ccc1NC(=O)COc1ccc2ccccc2c1	0.0	4
COC(=O)CCCCCCC(=O)N/N=C/c1cc(Br)ccc1OC	-0.1	32
CCCCC/C=C\C/C=C\CCCCCCCC(=O)NCC(=O)O	0.8	2
C[C@@H]1CN([C@H](C)CO)C(=O)Cc2cc(NS(=O)(=O)c3ccc(F)cc3)ccc2O[C@H]1CN(C)Cc1ccc2c(c1)OCO2	0.1	8
C[C@@H]1CCCCO[C@@H](CN(C)S(=O)(=O)c2cn(C)cn2)[C@@H](C)CN([C@@H](C)CO)C(=O)c2cc(NC(=O)NC3CCCCC3)ccc2O1	-2.7	nt
CC(=O)N(C)C[C@@H]1Oc2cc(Br)ccc2S(=O)(=O)N([C@@H](C)CO)C[C@@H]1C	19	7
CN(C)C(=O)C[C@H]1C[C@H]2c3cc(NS(=O)(=O)c4ccccc4)ccc3O[C@H]2[C@@H](CO)O1	0.0	12
O=C(NCC[C@H]1CC[C@@H](NC(=O)c2cnccn2)[C@@H](CO)O1)Nc1ccc(F)cc1	0.1	3
COc1ccc(NC(=O)N(C)C[C@@H]2Oc3ncc(C#CC(C)C)cc3C(=O)N([C@H](C)CO)C[C@H]2C)cc1	nt	-18
Cn1cnc(S(=O)(=O)N[C@H]2CC[C@@H](CC(=O)N3CCN(c4ccccc4)CC3)O[C@@H]2CO)c1	-0.1	-1
Cc1ccc(S(=O)(=O)N[C@H]2CC[C@H](CC(=O)N3CCN(c4ccccc4)CC3)O[C@@H]2CO)cc1	-0.3	-8
COc1ccc(-c2cnc3c(c2)C(=O)N([C@H](C)CO)C[C@H](C)[C@@H](CN(C)C(=O)Cc2ccccn2)O3)cc1	0.0	-7
COc1ccc(S(=O)(=O)N(C)C[C@@H]2Oc3c(NC(=O)C4CCOCC4)cccc3C(=O)N([C@@H](C)CO)C[C@H]2C)cc1	-0.6	nt
CCOc1ccc(Cl)cc1S(=O)(=O)n1cnc2ccccc21	-0.1	-2
CS(=O)(=O)N(CC(=O)NC1CCCCC1)c1ccc(Cl)cc1Cl	0.0	-11
O=C(NCC[C@H]1CC[C@@H](NC(=O)C2CC2)[C@H](CO)O1)c1ccc(F)cc1	0.3	4
C=CCc1cccc(C)c1OCCCN1CCC(C)CC1	-0.3	0
COCC(=O)N(C)C[C@H]1Oc2cc(C3=CCCCC3)ccc2S(=O)(=O)N([C@@H](C)CO)C[C@H]1C	-0.3	2
C[C@H](CO)N1C[C@H](C)[C@@H](CN(C)C(=O)Nc2ccccc2)Oc2ccc(NC(=O)c3ccncc3)cc2C1=O	1.4	nt
O=C(C[C@H]1C[C@@H]2c3cc(NC(=O)C4CCOCC4)ccc3O[C@@H]2[C@@H](CO)O1)NCc1ccncc1	1.5	1
C[C@H](CO)N1C[C@H](C)[C@H](CN(C)S(C)(=O)=O)OCCCC[C@H](C)Oc2ccc(NC(=O)C3CCCCC3)cc2C1=O	1.2	2
COc1ccc(S(=O)(=O)Nc2ccc3c(c2)CC(=O)N([C@H](C)CO)C[C@@H](C)[C@@H](CN(C)S(=O)(=O)c2cn(C)cn2)O3)cc1	-0.1	nt
CCCN1C[C@H](C)[C@@H](OC)CN(C)C(=O)c2ccc(NS(=O)(=O)c3cn(C)cn3)cc2OC[C@H]1C	-0.1	6
COc1ccc(N(C(C)C(=O)Nc2ccc(Cl)cc2C)S(C)(=O)=O)cc1 (stereo not given)	0.6	-12
C[C@@H]1CN([C@@H](C)CO)S(=O)(=O)c2ccc(C3=CCCC3)cc2O[C@@H]1CN(C)C(=O)c1ccncc1	7.0	10
C[C@@H]1CN([C@H](C)CO)S(=O)(=O)c2ccc(C#CCN(C)C)cc2O[C@H]1CN(C)Cc1cccnc1	6.3	-9
CCC(=O)Nc1ccc2c(c1)C(=O)N(C)C[C@H](OC)[C@H](C)CN(CC1CCOCC1)[C@@H](C)CO2	nt	7
CO[C@H]1CN(C)C(=O)c2ccc(NC(=O)c3cnccn3)cc2OC[C@H](C)N(C(=O)C2CC2)C[C@H]1C	0.1	-5
C[C@@H]1CCCCO[C@H](CN(C)C(=O)NC2CCCCC2)[C@H](C)CN([C@@H](C)CO)C(=O)c2cc(N(C)C)ccc2O1	nt	-5
O=C(CC1(O)C(=O)N(Cc2ccccc2)c2ccccc21)c1cc2ccccc2oc1=O (stereo not given)	0.2	22
O=C(NCCOc1nc(N2CCOCC2)nc(N2CCOCC2)n1)Nc1ccc(Cl)cc1	0.0	2
CCC(=O)N1C[C@@H](C)[C@@H](OC)CN(C)C(=O)c2cc(NC(=O)C3CC3)ccc2OC[C@H]1C	-0.1	3
O=C(NC(Cc1ccccc1)C(=O)OCc1cnc(-c2ccccc2)o1)c1ccccc1 (stereo not given)	-0.2	13
C=CC[C@@]1(C(=O)N(C)C)N=C(c2ccc(OCCCO)cc2)O[C@@H]1c1ccccc1	nt	-1
CCS(=O)(=O)Nc1ccc2c(c1)C(=O)N(C)C[C@@H](OC)[C@@H](C)CN(C)[C@H](C)CO2	0.1	-8
C[C@@H]1CCCCO[C@@H](CN(C)Cc2ccc3c(c2)OCO3)[C@@H](C)CN([C@H](C)CO)C(=O)c2cc(NC(=O)Nc3ccc(F)cc3)ccc2O1	4.1	nt
COc1ccc(C(=O)NC(c2ccc(OC)c(OC)c2)c2cc(Cl)c3cccnc3c2O)cc1 (stereo not given)	0.2	15
[N-]=[N+]=Nc1ccccc1C[C@@]1(C(=O)NCCN2CCOCC2)N=C(c2ccc(OCCCO)cc2)O[C@@H]1c1ccccc1	nt	-8
CC(C)OCCCNc1ncnc(N)c1[N+](=O)[O-]	-0.2	-13
O=C(C1=C[C@H](c2ccc(Br)cc2)C[C@H](OCc2ccc(CO)cc2)O1)N1CCCCCCC1	nt	34
CC(C)(C)Nc1nc(SCC(=O)Nc2ccccc2Cl)nc(N2CCOCC2)n1	-0.4	2
C[C@@H]1CN([C@H](C)CO)C(=O)c2cc(N(C)C)ccc2O[C@H]1CN(C)C(=O)Nc1ccccc1	-1.6	nt
COc1c(C)cc(S(=O)(=O)NCc2ccccn2)c(C)c1C	-0.4	-17
CN(C/C=C/c1ccccc1[N+](=O)[O-])CCc1ccccn1	0.1	8
C[C@@H]1CN([C@@H](C)CO)C(=O)Cc2cc(NC(=O)Nc3ccc4c(c3)OCO4)ccc2O[C@H]1CN(C)C(=O)Nc1cccc2ccccc12	0.2	nt
O=C(C[C@H]1C[C@@H]2c3cc(NC(=O)NC4CCCCC4)ccc3O[C@@H]2[C@H](CO)O1)NCc1ccccn1	-0.2	-5
C[C@H]1C[C@@H]2[C@H]([C@@H](O)C[C@@]3(C)[C@H]2CC[C@]3(O)C(=O)CO)[C@@]2(C)C=CC(=O)C=C12	-0.4	0
O=C(N/N=C/c1ccc(F)c(Oc2ccccc2)c1)c1ccccn1	-0.1	26
COc1ccc(NC(=O)Nc2ccc3c(c2)CC(=O)N([C@H](C)CO)C[C@@H](C)[C@@H](CN(C)C)O3)cc1	nt	3
CNC[C@@H]1Oc2ccc(NC(=O)Nc3ccccc3)cc2CC(=O)N([C@@H](C)CO)C[C@@H]1C	3.7	9
CC1(C)O[C@H]2CC(=O)OC[C@@]23[C@H]1CC(=O)[C@@]1(C)C2=CC(=O)O[C@@H](c4ccoc4)[C@]2(C)CC[C@@H]13	0.3	nt
C[C@H](CO)N1C[C@H](C)[C@H](CN(C)S(=O)(=O)c2cccs2)OCCCC[C@H](C)Oc2ccc(NS(=O)(=O)c3cn(C)cn3)cc2C1=O	-1.4	nt
C/C=C/c1ccc2c(c1)O[C@H](CN(C)C(=O)c1cnccn1)[C@H](C)CN([C@H](C)CO)S2(=O)=O	1.0	3
COc1cc(O)c2c(=O)cc(-c3cc(OC)c(OC)c(O)c3OC)oc2c1	-0.4	nt
C[C@H](CO)N1C[C@H](C)[C@@H](CN(C)Cc2ccccc2)Oc2cc(C#C[C@@H](C)O)ccc2S1(=O)=O	0.0	-1
Carrying on.
SMILES	IDH1 mut inh	PRC2 inh
O=C(O)C[C@@H]1C=C[C@@H](NC(=O)c2ccncc2)[C@H](CO)O1	0.0	9
COc1ccc(CN(C)C[C@H]2Oc3ccc(NC(=O)Cc4ccccc4)cc3C(=O)N([C@@H](C)CO)C[C@@H]2C)cc1	0.4	28
C[C@H](CO)N1C[C@H](C)[C@H](CN(C)Cc2ccc(-c3ccccc3)cc2)Oc2c(NC(=O)c3ccncc3)cccc2C1=O	-10.0	-11
C[C@@H]1CCCCO[C@@H](CN(C)Cc2ccc(Cl)c(Cl)c2)[C@H](C)CN([C@H](C)CO)C(=O)c2cc(NC(=O)CCC(F)(F)F)ccc2O1	-1.1	nt
COc1ccccc1S(=O)(=O)N[C@H]1C=C[C@@H](CC(=O)N2CCOCC2)O[C@H]1CO	-0.3	-9
CO[C@@H](CN(C)Cc1ccc2c(c1)OCO2)[C@H](C)CN(C(=O)Nc1ccc(F)cc1)[C@H](C)CO	-0.2	2
O=C(O)CCCCCCC(=O)N/N=C/c1cc(O)ccc1Br	2.4	-19
CO[C@H](CN(C)C(=O)c1ccccc1F)[C@@H](C)CN([C@@H](C)CO)S(=O)(=O)c1ccc(F)cc1	0.2	-6
O=C(Nc1ccc(C(F)(F)F)cc1)N[C@H]1CC[C@H](CCNC(=O)c2ccccc2F)O[C@H]1CO	0.4	10
C[C@@H]1CCCCO[C@H](CN(C)Cc2ccc(Cl)c(Cl)c2)[C@@H](C)CN([C@H](C)CO)C(=O)c2cc(NC(=O)CCC(F)(F)F)ccc2O1	-1.6	nt
CCS(=O)(=O)Nc1ccc2c(c1)C(=O)N(C)C[C@@H](OC)[C@@H](C)CN(C(=O)C1CCC1)[C@@H](C)CO2	0.0	2
O=C(CN1CCOCC1)NCC[C@H]1CC[C@H](NC(=O)Nc2ccccc2)[C@@H](CO)O1	0.1	1
C[C@H]1CN([C@@H](C)CO)C(=O)c2cc(N(C)C)ccc2O[C@H]1CN(C)S(=O)(=O)c1cn(C)cn1	1.0	-6
C[C@@H]1CCCCO[C@@H](CN(C)S(C)(=O)=O)[C@H](C)CN([C@H](C)CO)C(=O)c2cc(N(C)C)ccc2O1	-7.5	-3
CC(C)NC(=O)Nc1ccc2c(c1)CC(=O)N([C@H](C)CO)C[C@H](C)[C@H](CN(C)Cc1ccc(Cl)c(Cl)c1)O2	-0.4	nt
O=C(NCC[C@@H]1CC[C@@H](NC(=O)C2CCC2)[C@H](CO)O1)c1cc(Cl)cc(Cl)c1	0.4	-5
COc1ccc(S(=O)(=O)Nc2cccc3c2O[C@@H](CN(C)C)[C@@H](C)CN([C@@H](C)CO)C3=O)cc1	1.4	-4
Cc1ccc(NC(=O)CSc2nnnn2C2CC3CCC2C3)cc1 (stereo not given)	0.3	14
CCCOc1ccc(-c2nc(SCC(=O)O)n[nH]2)cc1	0.9	nt
O=C(Nc1cccc(Cl)c1)N[C@@H]1CC[C@H](CCNC(=O)C2CCCCC2)O[C@@H]1CO	0.3	3
CCCNC(=O)Nc1ccc2c(c1)OC[C@H](C)N(C(=O)C1CCOCC1)C[C@H](C)[C@H](OC)CN(C)C2=O	1.9	-5
C[C@@H]1CCCCO[C@H](CN(C)Cc2ccc3c(c2)OCO3)[C@H](C)CN([C@@H](C)CO)C(=O)c2cc(NC(=O)Nc3ccc(C(F)(F)F)cc3)ccc2O1	-1.2	nt
CCC(=O)Nc1ccc2c(c1)C(=O)N(C)C[C@H](OC)[C@@H](C)CN(Cc1cccnc1)[C@@H](C)CO2	0.2	5
CC(C)NC(=O)N[C@H]1CC[C@H](CCNC(=O)C2CC2)O[C@@H]1CO	0.0	-6

Reformatted with two lines to a compound: eleven of the compounds above.
Below each SMILES: IDH1 mut inh, PRC2 inh
- CCS(=O)(=O)Nc1ccc2c(c1)C(=O)N(C)C[C@@H](OC)[C@@H](C)CN(C(=O)C1CCC1)[C@@H](C)CO2
    0.0, 2
- O=C(CN1CCOCC1)NCC[C@H]1CC[C@H](NC(=O)Nc2ccccc2)[C@@H](CO)O1
    0.1, 1
- C[C@H]1CN([C@@H](C)CO)C(=O)c2cc(N(C)C)ccc2O[C@H]1CN(C)S(=O)(=O)c1cn(C)cn1
    1.0, -6
- C[C@@H]1CCCCO[C@@H](CN(C)S(C)(=O)=O)[C@H](C)CN([C@H](C)CO)C(=O)c2cc(N(C)C)ccc2O1
    -7.5, -3
- CC(C)NC(=O)Nc1ccc2c(c1)CC(=O)N([C@H](C)CO)C[C@H](C)[C@H](CN(C)Cc1ccc(Cl)c(Cl)c1)O2
    -0.4, nt
- O=C(NCC[C@@H]1CC[C@@H](NC(=O)C2CCC2)[C@H](CO)O1)c1cc(Cl)cc(Cl)c1
    0.4, -5
- COc1ccc(S(=O)(=O)Nc2cccc3c2O[C@@H](CN(C)C)[C@@H](C)CN([C@@H](C)CO)C3=O)cc1
    1.4, -4
- Cc1ccc(NC(=O)CSc2nnnn2C2CC3CCC2C3)cc1 (stereo not given)
    0.3, 14
- CCCOc1ccc(-c2nc(SCC(=O)O)n[nH]2)cc1
    0.9, nt
- O=C(Nc1cccc(Cl)c1)N[C@@H]1CC[C@H](CCNC(=O)C2CCCCC2)O[C@@H]1CO
    0.3, 3
- CCCNC(=O)Nc1ccc2c(c1)OC[C@H](C)N(C(=O)C1CCOCC1)C[C@H](C)[C@H](OC)CN(C)C2=O
    1.9, -5
